Compound activity from PubChem BioAssay.
m-calpain inh – calpain II (pig) inhibition | purified calpain II, fluorogenic peptide substrate, 30 min | inhibition, % at 16 µM | 220,000 compounds, 0.37% hits | AID 1236;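 active means inhibition above about 50%, limit read from the data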
Ba/F3 V617F tox – loss of viability in JAK2V617F-driven Ba/F3 cells; inhibition, % at 5.6 µM; 220,000 compounds, 1.1% hits; Ba/F3 EpoR-JAK2V617F viability, ATP luminescence;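 active means inhibition above the campaign mean plus 3 SD over all tested compounds, cut at about 24% in these data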;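 further: cytokine-independent growth of Ba/F3 cells driven by EpoR plus mutant JAK2; 0% = DMSO-treated cells and 100% = JAK inhibitor I control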
TRPN1 ag – zebrafish TRPN1 (NompC) channel agonism; HEK293 zebrafish TRPN1-YFP, Fluo-8 calcium fluorescence; 100% = response to 87 µM carbachol; activation, % at 3 µM; 220,000 compounds, 0.18% hits; AID 1424;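 active means activation above its plate's cutoff, the mean activation of test wells on that plate plus 3 SD, cut at about 19% in these data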;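 further: 0% = DMSO alone and 100% = 87 µM carbachol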
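System: zebrafish TRPN1-YFP in HEK293 cells / Dosing: 3 µM single point / Timing: dye loading 1 h at 37 °C, then 30 min room temperature / Signal: Fluo-8 calcium fluorescence, excitation 470-495 nm, emission 515-575 nm / Read-out basis: percent activation from peak over basal fluorescence ratio, control-normalized / Control set: high carbachol 87 µM, low DMSO alone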
S1P4 ag – activates the human S1P4 receptor. 220,000 compounds, 0.35% hits. S1P4-expressing cell line, agonist reporter assay. activation, % at 4.98 µM. AID 1509; in the data active means activation above about 11%;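 further: 0% = DMSO vehicle and 100% = reference agonist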
Target sequence (O95977 whole entry, looked up): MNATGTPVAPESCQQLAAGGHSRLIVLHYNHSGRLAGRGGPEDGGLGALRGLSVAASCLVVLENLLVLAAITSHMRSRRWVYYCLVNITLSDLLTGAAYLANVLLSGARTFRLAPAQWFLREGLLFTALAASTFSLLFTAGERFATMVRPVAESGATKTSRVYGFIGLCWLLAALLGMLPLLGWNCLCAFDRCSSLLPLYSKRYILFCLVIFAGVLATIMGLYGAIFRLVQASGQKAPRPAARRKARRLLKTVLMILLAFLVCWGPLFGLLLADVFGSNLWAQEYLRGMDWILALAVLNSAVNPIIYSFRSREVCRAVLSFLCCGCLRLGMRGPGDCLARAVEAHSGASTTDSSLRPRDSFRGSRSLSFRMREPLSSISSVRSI
EP2 modulator – EP2 receptor (human) modulation. EP2-expressing cells, cAMP HTRF FRET, PGE2 co-stimulation. induction, % at 25 µM. 260,000 compounds, 0.83% hits. AID 940;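 active means compounds whose cAMP rise, as percent of the full-agonist control response, exceeds 60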;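 further: rat C6 glioma line stably carrying human EP2 under a CMV promoter; the protocol text gives 20 µM as final concentration; 100% = response of wells given 1 µM PGE2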
Target sequence (P43116 whole entry, looked up): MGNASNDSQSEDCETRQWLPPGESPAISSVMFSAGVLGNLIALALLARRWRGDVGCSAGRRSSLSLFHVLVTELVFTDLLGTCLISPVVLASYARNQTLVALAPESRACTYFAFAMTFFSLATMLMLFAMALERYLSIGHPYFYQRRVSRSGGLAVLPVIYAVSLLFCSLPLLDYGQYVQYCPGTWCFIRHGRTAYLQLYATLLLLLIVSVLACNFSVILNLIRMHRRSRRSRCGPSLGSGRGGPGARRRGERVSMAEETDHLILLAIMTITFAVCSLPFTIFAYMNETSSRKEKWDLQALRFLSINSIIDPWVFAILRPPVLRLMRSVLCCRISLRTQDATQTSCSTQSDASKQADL
PERK inh – human PERK inhibition, primary cell-based screen | AID 1416 | CHO PERK-DD fusion, SEAP luminescence translation reporter | 220,000 compounds, 0.17% hits | inhibition, % at 5.6 µM | Q9NZJ5;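 active means inhibition above the mean inhibition of all tested compounds plus 3 SD, set separately per screening campaign, cut at about 2.9% in these data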;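 further: PERK kinase domain activated by AP20187 dimerizer at 100 nM; 0% = DMSO with dimerizer and 100% = rapamycin at 8.4 µM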
S1P4 antagonist – blocks the human S1P4 receptor; S1P4-expressing cells, antagonist mode, reporter read-out; inhibition, % at 4.98 µM; 220,000 compounds, 0.26% hits; AID 1510; in the data active means inhibition above about 29%;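 further: 0% = wells stimulated with agonist and 100% = vehicle wells without agonist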
TRPML3 ag – agonists of human TRPML3 channel. Q8TDD5. HEK293 TRPML3-YFP, Fluo-8 calcium fluorescence; 100% = the carbachol control signal. activation, % at 3 µM. 220,000 compounds, 0.29% hits;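 active means activation above its plate's cutoff, the mean activation of the plate's test wells plus 3 SD, cut at about 12% in these data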;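 further: 0% = DMSO only wells and 100% = carbachol wells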
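Test system: HEK293 cells stably carrying human TRPML3-YFP; Doses: single dose, 3 µM final nominal compound, 0.3% DMSO final; Schedule: dye loading 1 h 37 °C then 30 min ambient, 125 s read; Technique: Fluo-8 calcium fluorescence; Benchmarks: high control carbachol 87 µM, low control DMSO.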
BaF3 parental – reduces parental Ba/F3 cell viability, JAK2V617F counter-screen; CellTiter-Glo ATP luminescence; inhibition, % at 5.6 µM; 220,000 compounds, 1.1% hits; AID 1486;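 active means inhibition above a per-campaign cutoff, the mean inhibition of all tested compounds plus 3 SD, cut at about 27% in these data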;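 further: 0% = DMSO wells and 100% = JAK Inhibitor I control wells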
The depositor's hits bear a star; i = inactive; & = joins results of further samples. Random draw from the library. About 3.6% of those tested had a hit in this group.

SMILES | m-calpain inh | Ba/F3 V617F tox | TRPN1 ag | S1P4 ag | EP2 modulator | PERK inh | S1P4 antagonist | TRPML3 ag | BaF3 parental
COC(=O)Cn1c(=NC(=O)c2ccc([N+](=O)[O-])s2)sc2cc(Br)ccc21 | -17 | -2 | 1.8 | 0.0 | -26 | 0.7 | -7 | 1.3 | 4
O=C1C2C3C=CC(CNS(=O)(=O)c4ccccc4)(O3)C2C(=O)N1c1ccc(Cl)cc1 (centres undefined) | -11 | -3 | -0.4 | 0.4 | -5 | 0.2 | -8 | 0.4 | 3
Cc1cc(C)c2nc(NC(=O)c3ccc4c(c3)OCO4)sc2c1 | -50 | 3 | -0.8 | -0.1 | -7 | 1.3 | -19 | -0.4 | 3
CS/C(N)=N/N=C/c1ccc([N+](=O)[O-])cc1 | -5 | 2 | 0.3 | 1.2 | 1 | 1.8 | 7 | -0.1 | 3
COc1ccc(C(=O)N2CCN(C(=O)c3ccc(-c4ccccc4)cc3)CC2)cc1OC | -48 | 0 | 0.1 | 2.2 | -52 | 0.6 | -16 | 0.5 | 8
Fc1ccc(CN2CCCN(C(=S)Nc3ccc(F)cc3)CC2)cc1 | -10 | -1 | 0.8 | 1.2 | -33 | 0.2 | -5 | 1.3 | 1
CN1CCc2nc(SCC(=O)Nc3ccc(F)cc3)c(C#N)cc2C1 | 2 | -1 | 0.4 | 3.0 | 8&-57 | -0.2 | -15 | -0.2 | 5
CCO[C@H]1OC(C(=O)N2CCN(Cc3ccc4c(c3)OCO4)CC2)=C[C@@H](c2cn(C(C)=O)c3ccccc23)[C@@H]1CCCO | -38 | -1 | 1.0 | -1.8 | 3 | 0.3 | 1 | 0.8 | 2
COc1cc(SC)ccc1C(=O)Nc1ccc2c(c1)OCO2 | 25 | -4 | -1.3 | 0.3 | -8 | 1.3 | 14 | -0.3 | 0
Cc1ccc(/C=C/C(=O)N2CCN(c3ccc(F)cc3)CC2)o1 | 13 | -1 | 1.3 | 1.4 | 1 | 0.8 | -12 | 2.0 | 6
CCC(=O)NCCc1nc2ccccc2[nH]1 | -16 | -2 | -0.2 | -0.2 | -8 | 0.3 | -6 | 0.5 | 5
CN(Cc1ccon1)C(=O)CC1C(=O)NCCN1Cc1cccc(Oc2ccccc2)c1 (centres undefined) | -42 | -2 | 1.2 | -0.3 | 24 | 0.5 | -14 | 0.9 | 5
COc1ccc(Br)cc1CNCCSc1nnnn1C | -38 | 0 | -2.0 | -2.4 | 31 | 0.2 | 3 | -0.2 | 4
CC(=O)Nc1cccc(NC(=O)COc2nncc3ccccc23)c1 | 17 | 3 | 0.8 | 2.0 | -1 | -0.5 | -10 | 0.2 | 6
O=C1C(=O)N(CCO)C(c2cccc(F)c2)/C1=C(\O)c1ccc(Cl)cc1 (centres undefined) | 0 | 1 | -0.2 | 1.1 | 46 | 2.0 | -15 | -0.6 | 4
O=C(c1ccc(F)cc1)c1ccc(N2CCCC2)cc1 | 28 | 1 | -1.9 | 0.0 | 60 | -0.5 | 6 | -0.6 | 6
COc1cccc(C2NC(=O)NC(C)=C2C(=O)Nc2cccc(C)c2C)c1 (centres undefined) | 2 | -6 | -1.3 | -1.5 | 8 | -0.6 | -3 | -0.4 | -1
COc1ccccc1/C=N\Nc1ccccc1[N+](=O)[O-] | 19 | 1 | -2.4 | 1.4 | 8 | 0.4 | 9 | -1.1 | 4
O=C(CN1CCN(c2ccccc2)CC1)NC(=O)NCc1ccco1 | -6 | -2 | 0.6 | 0.1 | 30 | 1.3 | -1 | 0.3 | 0
NCCOc1ccccc1Cc1ccccc1 | 26 | 2 | -0.1 | 0.7 | -13 | -0.5 | 7 | 0.7 | 5
Cc1cccc(NC(=O)CSc2ccc(-c3ccccn3)nn2)c1C | -2 | -3 | 0.0 | 1.1 | -46 | 0.8 | -8 | 0.5 | -3
CCOc1ccc(N(C(=O)CNC(=O)c2cccs2)C(C(=O)NCC2CCCO2)c2ccc(OC)c(OC)c2)cc1 (centres undefined) | -32 | 2 | 0.7 | -0.2 | -57 | -0.4 | -1 | 0.9 | 8
Cc1ccc(NC(=O)CSC2=C(C#N)C(c3ccco3)C3=C(CC(C)(C)CC3=O)N2)cc1 (centres undefined) | -70 | 2 | -1.2 | -1.0 | 7 | -1.4 | 1 | -0.2 | 5
COc1ccc(NC(=O)c2ccc3c(=O)n(Cc4ccco4)c(=S)[nH]c3c2)c(OC)c1 | -21 | -1 | 0.4 | 1.2 | -20 | 0.4 | -6 | 0.9 | 1
CCN1CNC(=S)N(c2cccc(C)c2C)C1 | 20 | 0 | 1.0 | -0.4 | 0 | 0.6 | -8 | 0.4 | 8
Cc1ccc(NC(=O)COC(=O)C2CCC(=O)N2)c([N+](=O)[O-])c1 (centres undefined) | -21 | -1 | 0.8 | 0.4 | 41 | 1.4 | 1 | 1.1 | 5
O=C(CS(=O)CC(=O)Nc1ccc(Cl)cc1)NCC1OCCc2ccccc21 (centres undefined) | 13 | -3 | -0.9 | 0.9 | -20&-1 | 0.0 | 4 | -0.5 | 2
COc1cccc(NC(=O)COc2cccc(-n3cnnn3)c2)c1 | -4 | -2 | -0.2 | 0.0 | -55 | -0.1 | -8 | 0.5 | 1
COc1ccccc1OCC(=O)Nc1cccc(N(C)S(C)(=O)=O)c1 | -35 | -2 | -0.1 | -1.0 | 7 | -0.4 | 10 | 0.9 | 2
c1ccc(-c2nc3ccccn3c2NCc2ccc3c(c2)OCO3)cc1 | i | 2 | 0.3 | 1.4 | 0 | -0.6 | -1 | 0.1 | 2
O=C(COC(=O)c1ccc[n+]([O-])c1)Nc1c(Br)cc([N+](=O)[O-])cc1Br | -19 | -2 | -1.3 | -0.1 | 4 | 1.0 | 6 | 0.6 | 4
Cc1ccc[n+](C(C)C(=O)Nc2ccc([N+](=O)[O-])cc2C)c1 (centres undefined) | -42 | 3 | -0.2 | -1.6 | 20 | -0.4 | -12 | -2.1 | 10
COc1ccc(Oc2cc(C(F)(F)F)nc(N(C)C)n2)cc1 | 0 | 1 | -1.4 | -0.5 | 65* | -0.4 | -15 | 0.6 | 4
COC(=O)[C@H]1C[C@@H]1[C@H](NC(=O)c1cc(C)on1)c1ccccc1 | -14 | 0 | 0.8 | 0.9 | 34 | 0.8 | 23 | -0.1 | 8
CC(=O)Nc1cccc(-c2nnc3c4ccccc4c(C)nn23)c1 | -14 | -2 | 0.3 | 0.5 | -43 | 0.2 | -13 | 1.1 | 5
O=S1(=O)c2ccccc2N=NN1Cc1cc(Cl)cc(Cl)c1 | -40 | -1 | 1.1 | 0.5 | 11 | -0.8 | -1 | -0.1 | 2

Sorted by count of non-hydrogen atoms (ascending): three of the compounds above
SMILES | m-calpain inh | Ba/F3 V617F tox | TRPN1 ag | S1P4 ag | EP2 modulator | PERK inh | S1P4 antagonist | TRPML3 ag | BaF3 parental
COC(=O)[C@H]1C[C@@H]1[C@H](NC(=O)c1cc(C)on1)c1ccccc1 | -14 | 0 | 0.8 | 0.9 | 34 | 0.8 | 23 | -0.1 | 8
COc1cccc(NC(=O)COc2cccc(-n3cnnn3)c2)c1 | -4 | -2 | -0.2 | 0.0 | -55 | -0.1 | -8 | 0.5 | 1
O=C(CS(=O)CC(=O)Nc1ccc(Cl)cc1)NCC1OCCc2ccccc21 (centres undefined) | 13 | -3 | -0.9 | 0.9 | -20&-1 | 0.0 | 4 | -0.5 | 2

(continued)
SMILES | m-calpain inh | Ba/F3 V617F tox | TRPN1 ag | S1P4 ag | EP2 modulator | PERK inh | S1P4 antagonist | TRPML3 ag | BaF3 parental
CCC(=O)Nc1cccc(-c2cn3ccsc3n2)c1 | -20 | 2 | 2.1 | 0.4 | 5 | -1.9 | 2 | 1.5 | 3
Cc1ccc(C(=O)NC(N(C)C)C(Cl)(Cl)Cl)cc1 (centres undefined) | 20 | 3 | 0.0 | 1.4 | -2 | 1.3 | -3 | 0.9 | 8
Cc1ccc(Sc2nc([N+](=O)[O-])nn2C)cc1 | -8 | 1 | 0.8 | -0.5 | 11 | 0.1 | -8 | -0.2 | 9
C/C(CC(=O)NC1CCCC1)=N\NC(=O)Cc1csc(N)n1 | 22 | 3 | -0.1 | 1.5 | 15 | 0.5 | -19 | 0.9 | 4
O=C(N/N=C1\CCCc2oc(C(=O)O)cc21)c1ccccc1 | 8 | 0 | 0.4 | 1.1 | 25 | 0.5 | -10 | -0.2 | 8
O=C(Nc1ccc(F)cc1F)c1cc(=O)n(-c2ccccc2)c(=O)[nH]1 | -25 | -1 | -0.4 | 1.2 | 23 | 1.4 | 7 | 0.8 | 1
O=c1[nH]c(NC2CCCCC2)nnc1Cc1ccccc1 | -10 | 0 | -0.1 | -2.0 | 10 | -0.1 | -19 | 0.2 | 0
C[C@H]1O[C@@H](O[C@H]2[C@@H](O)C[C@H](O[C@H]3[C@@H](O)C[C@H](O[C@H]4CC[C@@]5(C)[C@H](CC[C@@H]6[C@@H]5C[C@@H](O)[C@]5(C)[C@@H](C7=CC(=O)OC7)CC[C@]65O)C4)O[C@@H]3C)O[C@@H]2C)C[C@H](O)[C@@H]1O | -18 | -2 | 1.7 | -0.9 | 20 | 0.6 | -11 | 0.1 | 2
O=C(Cc1ccccc1)N1CCC(c2nc3ccccc3[nH]2)CC1 | -13 | -4 | 0.8 | 0.0 | -8 | -0.2 | 1 | -0.1 | 3
COc1ccc(C2CN=NC23CCCc2ccccc2C3=O)cc1 (centres undefined) | 26 | 1 | 0.8 | 0.5 | 6 | -0.1 | -6 | 1.7 | 1
CN(C)S(=O)(=O)c1cccc(-c2nnc(SCc3ccc4c(c3)OCCO4)o2)c1 | 18 | 0 | 0.8 | -0.7 | 14 | -1.2 | 1 | 1.1 | 8
Cc1nn(-c2ccccc2)c2c1C(c1ccc(Cl)cc1)N(c1ccccc1)C(=O)N2 (centres undefined) | -13 | 1 | -0.2 | -0.4 | 45 | -0.6 | -1 | -0.6 | 6
CCOC(=O)c1cnc2nc(Cc3ccccc3)[nH]n2c1=O | -7 | 8 | 0.6 | -0.9 | 19 | 0.2 | -11 | 0.4 | 6
O=C(c1ccco1)N1CCN(C(=O)N2CCCCC2)CC1 | -26 | 1 | 0.2 | -1.0 | 2 | 0.0 | -4 | 0.7 | 0
CC1(C)C(c2cccs2)=NC(c2ccccc2)N1O (centres undefined) | -39 | -3 | 0.9 | 0.3 | 16 | 0.9 | 7 | 0.1 | -1
Oc1ccc(Cl)cc1C1=NCCNC(C(F)(F)C(F)F)=C1 | 21 | -3 | -0.5 | -5.3 | -23 | 0.1 | -12 | 0.4 | 4
CC(C)COC(=O)c1cc(-c2ccc(/C=N/n3cnnc3)o2)ccc1Cl | -40 | -3 | 0.8 | 2.5 | 42 | 0.2 | -16 | -0.1 | 3
Nn1c(Nc2ccccc2)nc2sc3c(c2c1=O)CCCC3 | 38 | 3 | -1.0 | -0.2 | -19 | -0.6 | 1 | 0.1 | 4
Cn1c(=O)[nH]c2c(Cl)nccc21 | 2 | -5 | 1.0 | 0.1 | 18 | 1.6 | -13 | 1.0 | 0
COc1ccc(C2=NN(Cc3c(F)cccc3Cl)C(=O)CC2)cc1 | 3 | 2 | -0.8 | -0.6 | 63* | 1.4 | 15 | -0.1 | 5
CSc1ccccc1NC(=O)c1cc2ncc(Br)cn2n1 | 4 | 7 | 0.6 | -1.2 | -8 | -1.1 | -5 | -0.1 | 11
CC1CCCCN1Cc1ccc(N)cc1 (centres undefined) | -17 | -5 | 0.7 | 0.1 | 5 | -0.1 | 4 | 0.1 | 0
